# Screening results: PubChem BioAssay, several laboratories
# HTR5A inv ctr: inverse agonist of human HTR5A in OPRM1-OPRD1 counter-screen. HTR5A cell line, luminescence, inverse agonism. inhibition, % at 9.3 µM. actives 0.083% (n = 340,000); in the data active = inhibition mostly above about 23%, no sharp cut-off; inactive = mostly below about 18%;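 also: 0% = cells with DMSO and 100% = no-cell wells with DMSO; some compounds called inactive have numbers as strong as hits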
# DAGLB inhibitor: blocks human DAGLB lipase activity; Q8NCG7; HEK293T DAGLB membrane lysate, EnzChek fluorogenic substrate; inhibition, % at 5.17 µM; actives 0.059% (n = 340,000); in the data active = inhibition above about 34%;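 also: 0% = enzyme with vehicle and 100% = wells lacking enzyme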
# Target sequence (Q8NCG7 whole entry, looked up): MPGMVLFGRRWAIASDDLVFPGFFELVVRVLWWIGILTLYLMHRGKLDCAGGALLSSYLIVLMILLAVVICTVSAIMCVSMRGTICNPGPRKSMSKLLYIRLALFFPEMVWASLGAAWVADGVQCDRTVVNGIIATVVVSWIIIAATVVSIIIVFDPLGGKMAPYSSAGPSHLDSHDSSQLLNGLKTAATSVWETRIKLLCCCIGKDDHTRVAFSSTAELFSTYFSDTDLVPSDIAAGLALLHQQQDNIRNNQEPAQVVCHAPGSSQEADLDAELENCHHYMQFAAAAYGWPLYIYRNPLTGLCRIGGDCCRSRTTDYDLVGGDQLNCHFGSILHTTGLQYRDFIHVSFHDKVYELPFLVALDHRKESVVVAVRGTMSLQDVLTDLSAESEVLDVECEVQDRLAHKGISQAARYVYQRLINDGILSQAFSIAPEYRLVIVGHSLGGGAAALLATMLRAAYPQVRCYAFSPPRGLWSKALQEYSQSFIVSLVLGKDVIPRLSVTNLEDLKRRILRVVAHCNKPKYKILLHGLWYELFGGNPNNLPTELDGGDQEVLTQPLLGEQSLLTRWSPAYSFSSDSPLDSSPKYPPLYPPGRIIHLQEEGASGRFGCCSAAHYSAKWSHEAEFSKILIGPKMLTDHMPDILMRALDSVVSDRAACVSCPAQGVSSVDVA
# MOR-DOR inv ag: inverse agonist of human OPRM1-OPRD1 heterodimerization; P35372+P41143; cell-based MOR-DOR heterodimer luminescence, inverse agonism; inhibition, % at 9.3 µM; actives 0.21% (n = 340,000); AID 504357; in the data active = inhibition above about 22%, passing the limit was not always enough;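 also: 0% = cells with DMSO and 100% = wells without cells with DMSO; values of inactives mirror those of a sister screen read the other way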
# DSG3 Ab inh: human desmoglein-3 autoantibody binding inhibition. binding (percent of control), % at 10 µM. DSG3-coupled beads, scFv-anti-DSG3-GFP binding, flow cytometry; active compounds read low. P32926. actives 0.48% (n = 310,000);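 active = binding more than 3 SD below its plate's average and above zero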;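 also: hits lower antibody fragment binding to DSG3; some compounds called inactive have numbers as strong as hits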
# PKA-R1A act: activators of PKA-R1A complex; actives 0.083% (n = 340,000); PKA-R1A dissociation, Cy5-IP20 fluorescence polarization; scaled: DMSO 0%, 113 µM cGMP 100%; activation, % at 11.4 µM; P00514+P68181;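 active = percent activation above the mean of all tested compounds plus 3 SD, cut at about 19% in these data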;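 also: higher means more PKAc released from R1A so a rise in polarization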
# OPRM1-OPRD1 ag: agonists of human mu-delta opioid receptor heterodimerization; activation, % at 9.3 µM; cells, OPRM1-OPRD1 heterodimerization, luminescence; AID 504326; actives 0.3% (n = 340,000); in the data active = activation above about 18%;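 also: 0% = vehicle-treated cells and 100% = reference agonist; values of inactives mirror those of a sister screen read the other way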
# V-ATPase pHluor: alters yeast V-ATPase proton transport | S. cerevisiae, pHLuorin cytosolic pH fluorescence | response, % at 10 µM | actives 0.37% (n = 350,000) | AID 504577; in the data active = response mostly above about 7.3%, no sharp cut-off; inactive = mostly below about 5.4%; also: actives read high; inactives centre near 0; some compounds called inactive have numbers as strong as hits; reference of the scale not given here
# PKA-R2B activ: activators of human PKA-R2B complex; actives 0.079% (n = 340,000); PKA-R2B holoenzyme dissociation, Cy5-IP20 fluorescence polarization; R2B truncated from residue 108, S112A mutant; 0% DMSO only, 100% 113 µM cGMP; activation, % at 11.4 µM;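 active = activation above a cutoff set at the mean over all compounds plus 3 SD, cut at about 18% in these data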;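 also: higher means more holoenzyme dissociation and a rise in polarization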
# Target sequence (P31323 whole entry, looked up, other chains not shown, the tested form may be a part): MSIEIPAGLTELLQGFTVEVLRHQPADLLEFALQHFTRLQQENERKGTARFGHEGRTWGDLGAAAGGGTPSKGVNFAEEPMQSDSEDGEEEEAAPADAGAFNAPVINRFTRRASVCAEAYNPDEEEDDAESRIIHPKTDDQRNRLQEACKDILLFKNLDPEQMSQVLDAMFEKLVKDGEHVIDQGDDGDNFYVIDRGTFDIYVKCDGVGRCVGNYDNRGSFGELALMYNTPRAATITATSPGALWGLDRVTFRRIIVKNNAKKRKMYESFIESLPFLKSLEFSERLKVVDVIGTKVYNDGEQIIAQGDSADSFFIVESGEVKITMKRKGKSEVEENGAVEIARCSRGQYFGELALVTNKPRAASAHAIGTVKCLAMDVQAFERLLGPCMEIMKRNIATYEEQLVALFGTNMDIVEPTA
# Arrestin-AP2 inh: blocks beta-arrestin peptide binding to AP2 adaptin; FITC-arrestin peptide / GST-AP2 beads, flow cytometry; AP2 beta2 appendage carries R879A mutation; AID 504490; actives 0.31% (n = 340,000); inhibition, % at 10 µM;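 active = inhibition above a set limit, near 3 SD of compounds lacking own fluorescence, cut at about 54% in these data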;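 also: plate controls were DMSO wells for no effect and 5 µM unlabelled arrestin peptide for full effect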
#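 Measured by: flow cytometry, FL1 (488/535 nm); Material: AP2 appendage R879A on GSH beads; Evaluation: percent response; Timing: pre-incubation 12 min, peptide binding 1 h, room temperature; Also added: 50 nM FITC-arrestin peptide; Medium: PBS with 0.05% Tween 20 and 0.1% BSA.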
# HTR5A ag ctr: activates human HTR5A in OPRM1-OPRD1 agonist counter-screen | HTR5A agonist assay, luminescence, cell-based | P47898 | activation, % at 9.3 µM | actives 0.61% (n = 340,000) | AID 504692; in the data active = activation mostly above about 9.5%, no sharp cut-off; inactive = mostly below about 7.6%;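 also: 0% = cells with vehicle only and 100% = reference agonist; strong numbers were not always called active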
# * hit, by the source's call; · = not tested or not shown. Rows were taken by chance; any-hit rate near 2.4%.
SMILES,HTR5A inv ctr,DAGLB inhibitor,MOR-DOR inv ag,DSG3 Ab inh,PKA-R1A act,OPRM1-OPRD1 ag,V-ATPase pHluor,PKA-R2B activ,Arrestin-AP2 inh,HTR5A ag ctr
O=C(/C=C/c1ccco1)N(c1ccccn1)c1ccccn1,0,0,-1,95,11,0.3,-1,-6,18,11
CCOC(=O)CN1C(=O)C(CC)Oc2ccc(Cl)cc21 (stereo not drawn),-17,-4,-9,114,5,1.6,-2,-4,-7,1
CN(C)c1ccc(-c2nnc(-c3cccnc3)o2)cc1,1,-6,13,113,8,-2.6,-7,6,24,-1
Cc1ccc(O)c(C2=NNC(O)(C(F)(F)F)C2)c1 (stereo not drawn),-11,1,-31,103,-21,5.4,0,-1,3,5
COc1ccc2c(CC(=O)NNC(=O)c3cccs3)coc2c1,20,3,12,97,-5,-2.2,0,4,7,3
COc1cc(/C=C/C(=O)O)cc(S(=O)(=O)Nc2cc(C(F)(F)F)ccc2N2CCOCC2)c1OC,2,1,4,94,0,-0.9,-3,-6,-7,-1
COc1ccc2cc(C(=O)C3CCCN(C(=O)c4snnc4C)C3)ccc2c1 (stereo not drawn),-1,-4,17,90,8,-3.3,-4,-14,-12,4
COc1ccc(-c2cc(C(=O)N(C)CC(=O)Nc3ccccc3Cl)c3ccccc3n2)cc1OC,-1,-2,-3,107,5,0.5,-1,3,0,0
Cc1ccc(S(C)(=O)=O)cc1C(=O)Nc1cccc(S(=O)(=O)N2CCCCCC2)c1,-3,2,-3,93,-1,0.6,4,14,1,1
COC(=O)c1c(NC(=O)COC(=O)CCS(=O)(=O)c2ccc(C)cc2)sc(C)c1C,18,-5,17,113,-1,-3.3,1,0,25,-1
O=C1c2ccccc2S(=O)(=O)N1CC(O)COc1ccc(Cl)cc1 (stereo not drawn),1,4,5,100,-1,-0.9,-6,-10,-6,0
CNC(=O)c1c(NC(=O)CS(=O)(=O)c2ccc(Cl)cc2)sc(C)c1C,3,5,10,99,9,-1.6,7,3,-7,-8
COc1ccc(N(C)C(=O)c2cn(CC(C)C)c(=O)c3cc(OC)c(OC)cc23)c(OC)c1,-14,0,5,93,-8,-0.9,-2,-5,9,4
Cn1c(=O)c2[nH]c(CCC3CCCC3)nc2n(C)c1=O,6,0,8,·,3,-1.7,0,0,29,-1
O=C(NC12CC3CC(CC(C3)C1)C2)C1CCCN1C(=O)NC1CCCCC1 (stereo not drawn),4,-1,11,96,0,-1.7,-4,0,-8,-4
CC[C@]12c3[nH]c4cc(-c5ccco5)ccc4c3CCN1C(=O)[C@@H](CC(=O)NC/C=C(\C)CCC=C(C)C)C[C@@H]2C(=O)N1CCN(C(=O)c2ccco2)CC1,-8,7,-4,102,-1,1.0,2,-1,10,2
FC(F)(F)c1nnc2ccc(N3CCOCC3)nn12,26,-1,7,95,-8,-1.2,-1,-4,0,-3
CC(C)CNS(=O)(=O)c1ccc(CCC(=O)NCc2ccco2)cc1,-10,-1,6,100,-3,-1.2,2,3,-2,5
O=C(NCc1ccccc1)C1=C[C@H](c2ccc(C(F)(F)F)cc2)C[C@H](OCCCCO)O1,18,0,2,101,-3,-0.3,4,7,14,-7
CCn1c(SCC(=O)N2CCCCC2)nc2c([nH]c3ccccc32)c1=O,·,0,·,100,-5,·,0,1,·,·
CCOc1ccccc1OCCCC(=O)Nc1cc(S(=O)(=O)N2CCOCC2)ccc1OC,-3,2,3,94,7,-0.7,0,5,-13,1
Cc1cc(C)cc(NC(=O)c2sc3nc(C)cc(C)c3c2N)c1,10,-1,-2,114,5,0.3,-5,1,16,-4
CCCCCC(=O)Nc1c2c(nc3ccccc13)CCC2,20,-1,10,116,4,-2.0,3,0,1,-5
Cc1c(NC(=O)c2cc(-c3cccs3)nc3ccccc23)c(=O)n(-c2ccccc2)n1C,-2,1,12,87,-6,-2.5,1,-8,-5,5
COc1cccc(-c2nc(CS(=O)(=O)CC(=O)NCCCN3C(C)CCCC3C)c(C)o2)c1 (stereo not drawn),4,-1,17,112,-7,-3.4,1,8,-8,0
COc1ccc(OC)c(NC(=O)NC2CCCCCCC2)c1,1,2,-26,108,-12,6.3,-6,0,13,0
CCC(=O)N1CCc2cc(S(=O)(=O)NC(Cc3ccccc3)C(=O)Nc3nccs3)ccc21 (stereo not drawn),8,4,12,79,1,-2.4,-3,-9,-4,4
COc1ccc(S(=O)(=O)NCCC(=O)N2CCCC2)cc1N(C)S(C)(=O)=O,1,-1,-6,98,3,0.7,-3,11,56*,2
COc1ccc(N2CC(C(=O)N3CCN(C)CC3)CC2=O)cc1 (stereo not drawn),6,2,-4,·,-2,0.6,2,-2,21,-2
CCn1c(=O)c(C(=O)CN2CCN(S(=O)(=O)c3cc(C)ccc3C)CC2)c(N)n(Cc2ccccc2)c1=O,-3,0,1,88*,-4,-0.2,4,-3,-7,1
CCOC(=O)N1CCN(C(=O)CCCCCn2c(=S)[nH]c3ccsc3c2=O)CC1,15,-2,-2,102,0,0.4,0,5,0,2
Cc1ccccc1Cn1cc(NS(=O)(=O)c2cn(C)nc2C)cn1,-45,2,10,111,-5,-1.9,1,-4,-5,9
COc1ccc(Cl)cc1NC(=S)N1CCC(c2ccc(C)cc2)C1 (stereo not drawn),-4,-17,5,99,-10,-0.9,-6,4,-9,2
C=CC[N+](C)(C)CCN1C(=O)C2C(c3ccccc3)C=CC(c3ccccc3)C2C1=O (stereo not drawn),-6,-2,21,105,9,-4.1,1,7,6,2
CCC(=O)N1CCN(c2ccc(NC(=S)NC(=O)C(C)C)cc2)CC1,7,0,28,103,-5,-6.0,1,1,7,-3
NC(=O)C[C@@H]1N[C@]2(C(=O)Nc3ccccc32)[C@@H]2C(=O)N(c3cc(C(F)(F)F)ccc3Cl)C(=O)[C@H]12,-11,1,10,97,-8,-2.0,5,-2,2,-4
O=C(CCOc1cccc(Br)c1)Nc1ccc(F)c(S(=O)(=O)N2CCOCC2)c1,7,-5,8,96,1,-1.3,0,-4,0,-2
O=C(COC(=O)COc1ccccc1)Nc1ncc(Cl)cc1Cl,-2,-1,9,92,0,-2.0,1,-7,-5,1
COCCCNC(=O)Cn1cc(C(C)=O)c2ccccc21,-4,-1,10,101,0,-1.9,0,-1,3,-4
O=C(NCC1CC1)c1cc(-c2ccccc2)nn1CC1CC(c2cccc([N+](=O)[O-])c2)=NO1 (stereo not drawn),-9,-2,5,105,-1,-0.9,5,1,-5,0
Nc1c(Cl)ncnc1N1CCCC1,18,-4,11,99,2,-2.2,-4,-4,17,2
CCOC(=O)CSc1nccc(N(C)C)c1C#N,-26,-2,10,105,1,-2.4,-3,-2,4,11
CCCC(c1nnnn1C(C)(C)CC)N1CCN(C(=O)c2ccco2)CC1 (stereo not drawn),18,-2,5,96,7,-0.8,-4,-6,19,-3
CN(C(=O)COc1ncnc2ccc(Br)cc12)C1CCCCC1,·,1,·,96,-4,·,1,-5,·,·
Cc1nn(Cc2ccc(C(=O)N3N=C(C(F)F)CC3(O)C(F)F)o2)c(C)c1[N+](=O)[O-] (stereo not drawn),12,-2,-6,130,0,1.1,5,1,-5,9
COc1ccc(CCNC(=O)C(=O)NCC2OCCN2S(=O)(=O)c2ccccc2)cc1 (stereo not drawn),-16,-2,-11,100,-8,1.8,0,-3,-1,5
O=C(CN1CCN(c2ccccc2O)CC1)Nc1cc(S(=O)(=O)N2CCCC2)ccc1Cl,-18,0,-10,·,-3,2.4,-2,1,8,7
CCOc1ccc(NC(=S)NC(=O)/C=C/c2ccc(C)cc2)c([N+](=O)[O-])c1,-28,6,-13,128,3,2.2,0,4,-6,16

# Entries shown so far containing a CF3 group (5):
SMILES,HTR5A inv ctr,DAGLB inhibitor,MOR-DOR inv ag,DSG3 Ab inh,PKA-R1A act,OPRM1-OPRD1 ag,V-ATPase pHluor,PKA-R2B activ,Arrestin-AP2 inh,HTR5A ag ctr
Cc1ccc(O)c(C2=NNC(O)(C(F)(F)F)C2)c1 (stereo not drawn),-11,1,-31,103,-21,5.4,0,-1,3,5
COc1cc(/C=C/C(=O)O)cc(S(=O)(=O)Nc2cc(C(F)(F)F)ccc2N2CCOCC2)c1OC,2,1,4,94,0,-0.9,-3,-6,-7,-1
FC(F)(F)c1nnc2ccc(N3CCOCC3)nn12,26,-1,7,95,-8,-1.2,-1,-4,0,-3
O=C(NCc1ccccc1)C1=C[C@H](c2ccc(C(F)(F)F)cc2)C[C@H](OCCCCO)O1,18,0,2,101,-3,-0.3,4,7,14,-7
NC(=O)C[C@@H]1N[C@]2(C(=O)Nc3ccccc32)[C@@H]2C(=O)N(c3cc(C(F)(F)F)ccc3Cl)C(=O)[C@H]12,-11,1,10,97,-8,-2.0,5,-2,2,-4

# Carrying on:
SMILES,HTR5A inv ctr,DAGLB inhibitor,MOR-DOR inv ag,DSG3 Ab inh,PKA-R1A act,OPRM1-OPRD1 ag,V-ATPase pHluor,PKA-R2B activ,Arrestin-AP2 inh,HTR5A ag ctr
CC(NC(=O)Nn1cnnc1)(C(F)(F)F)C(F)(F)F,19,0,8,97,7,-1.6,-3,-7,15,4
CCN(CC)c1ccc(C(=O)n2cnc3ccccc32)cc1,-2,3,-10,92,-12,1.7,5,-2,20,4
Cc1ccc(S(=O)(=O)c2cnc(-c3ccccc3)nc2N2CCCCC2)cc1,8,-8,1,100,-3,-0.3,1,-2,22,1
Cc1ccc(S(=O)(=O)N2C[C@H]3C(=O)C[C@@H](c4ccc(Cl)cc4)N(S(=O)(=O)c4ccccc4C)[C@H]3C[C@H]2c2ccccc2)cc1,·,-11,·,96,5,·,-4,-5,·,·
CC(=O)c1ccc(-n2ccc(=O)cc2)cc1,-1,1,11,85,3,-2.2,-1,-1,60*,0
O=S(=O)(O)c1cc(OS(=O)(=O)c2ccccc2)cc2ccccc12,1,4,5,101,-13,-1.1,0,7,9,0
CN(CC(=O)Nc1ccc(S(N)(=O)=O)cc1)Cc1ccccc1F,12,0,6,112,-6,-1.3,-2,0,-18,-3
Nc1nc(-c2ccc3c(c2)CCCC3)c(CC(=O)O)s1,7,-1,7,116,1,-1.5,-5,-6,-9,-2
NNC(=O)c1cccc(COc2cccc(Br)c2)c1,-22,-7,10,101,-20,-1.8,0,-11,26,-7
Clc1ccc(C=NN2CCCCCC2)cc1,-5,-4,-3,99,-11,0.5,-1,-5,-19,1
O=C(CN1C(=O)NC2(CCCC2)C1=O)N1CCN(S(=O)(=O)c2ccccc2F)CC1,16,3,18,106,8,-3.4,3,-4,-5,-7
COc1ccc(NC(=O)N(CCN2CCCC2)Cc2cc3cc(OC)c(OC)cc3[nH]c2=O)cc1,2,0,7,126,-3,-1.4,-1,3,87*,-1
O=C(CN(Cc1cccs1)C(=O)CSc1nnc(COc2ccccc2)o1)NC1CCCC1,-14,1,-14,104,4,2.4,4,5,1,6
CC(=O)NCCc1nc2cc(NC(=O)c3ccccc3C)ccc2n1C,15,-2,18,124,6,-3.6,-2,1,4,-4
CCOC(=O)c1cc2c(ccn2C)n1Cc1cc(C)ccc1C,-20,-5,-30,·,9,4.8,-1,15,-5,-5
COc1ccc(S(=O)(=O)N(C)CC(=O)NC2CCCC2)cc1Cl,16,-5,8,·,-8,-1.8,-5,-4,6,-4
